UBC13 inh = inhibitors of human UBC13 polyubiquitin chain formation; P61088; inhibition, % at 20 µM; TR-FRET; 330,000 compounds, 0.47% hits; in the data active means inhibition above about 45%, passing the limit was not always enough
SENP8 block-1 = blocks the human protease SENP8. Q96LD8. purified SENP8, Z-RLRGG-aminoluciferin cleavage, luminescence. inhibition, % at 10 µM. 330,000 compounds, 1.2% hits. AID 2540; in the data active means inhibition above about 50%
SENP8 block-2 = SENP8 (human) protease inhibition. Q96LD8. recombinant SENP8, Nedd8 substrate fluorescence. inhibition, % at 20 µM. 360,000 compounds, 0.64% hits. AID 602440; in the data active means inhibition mostly above about 40%, no sharp cut-off; inactive means mostly below about 27%
Apaf-1 inh = blocks human Apaf-1 apoptosome activity; reconstituted apoptosome caspase-3 activity, DEVD-Rh110 fluorescence; inhibition, % at 20 µM; 330,000 compounds, 0.71% hits; active means inhibition of at least 40% at 20 µM;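 further: plate controls were DMSO wells for no effect and DEVD-CHO caspase inhibitor wells for full effect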
Target sequence (O14727 whole entry, looked up): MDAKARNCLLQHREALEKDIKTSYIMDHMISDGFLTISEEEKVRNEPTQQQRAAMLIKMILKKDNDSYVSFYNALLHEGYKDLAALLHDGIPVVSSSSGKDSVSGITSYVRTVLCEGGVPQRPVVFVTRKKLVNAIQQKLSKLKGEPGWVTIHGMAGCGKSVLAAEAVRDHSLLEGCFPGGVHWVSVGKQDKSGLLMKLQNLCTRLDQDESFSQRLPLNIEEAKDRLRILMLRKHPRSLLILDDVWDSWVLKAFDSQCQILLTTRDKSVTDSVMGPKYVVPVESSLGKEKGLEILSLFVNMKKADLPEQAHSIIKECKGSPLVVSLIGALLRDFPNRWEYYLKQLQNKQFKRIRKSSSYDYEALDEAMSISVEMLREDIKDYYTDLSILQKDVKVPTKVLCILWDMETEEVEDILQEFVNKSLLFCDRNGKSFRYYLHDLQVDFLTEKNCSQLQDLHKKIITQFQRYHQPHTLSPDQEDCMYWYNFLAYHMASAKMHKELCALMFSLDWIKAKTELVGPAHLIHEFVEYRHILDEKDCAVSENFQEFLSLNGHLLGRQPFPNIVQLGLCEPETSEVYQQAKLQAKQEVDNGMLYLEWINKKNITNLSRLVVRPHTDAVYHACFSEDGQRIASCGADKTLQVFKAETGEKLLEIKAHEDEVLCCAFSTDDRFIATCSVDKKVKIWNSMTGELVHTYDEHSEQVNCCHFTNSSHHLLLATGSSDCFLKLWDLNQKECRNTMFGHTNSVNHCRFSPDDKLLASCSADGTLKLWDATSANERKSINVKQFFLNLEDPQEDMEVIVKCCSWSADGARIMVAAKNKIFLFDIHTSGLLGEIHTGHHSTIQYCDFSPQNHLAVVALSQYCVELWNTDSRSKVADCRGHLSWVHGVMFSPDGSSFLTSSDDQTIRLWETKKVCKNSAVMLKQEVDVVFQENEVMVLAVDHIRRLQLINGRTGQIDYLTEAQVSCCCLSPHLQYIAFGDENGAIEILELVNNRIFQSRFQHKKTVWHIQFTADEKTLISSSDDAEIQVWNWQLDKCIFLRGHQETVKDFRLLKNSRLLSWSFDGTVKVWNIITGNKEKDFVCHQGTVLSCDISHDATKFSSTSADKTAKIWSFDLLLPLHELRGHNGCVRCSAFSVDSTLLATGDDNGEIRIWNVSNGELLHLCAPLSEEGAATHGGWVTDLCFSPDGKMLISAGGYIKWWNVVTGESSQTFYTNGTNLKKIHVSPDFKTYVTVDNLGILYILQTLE
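Material: reconstituted apoptosome with Apaf-1, cytochrome c, caspase-9, procaspase-3, dATP; medium: pH 7.5 Hepes buffer with CHAPS, BSA, DTT; also added: cytochrome c and DEVD-Rh110 substrate; timing: 30 min plus 50 min, RT; signal: Rh110 fluorescence intensity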
SENP1 inh = blocks the human SENP1 SUMO protease catalytic domain | Q9P0U3 | recombinant SENP1 catalytic domain, CyPet-SUMO1-YPet FRET cleavage | inhibition, % at 10 µM | 360,000 compounds, 0.21% hits | AID 624204;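 active means inhibition at least 30% at 10 µM, raw YFP signal under a set limit, fluorescence ratio 0.5 to 1.5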;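 further: 0% = enzyme with DMSO and 100% = no enzyme wells; some results filed as inactive read as strong as hits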
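Assay system: hSENP1 catalytic domain, recombinant. Amount: SENP1 enzyme, 20 pM final. Schedule: 50 min reaction, RT, dark. Technique: FRET, CFP and YFP emission. Control set: no-enzyme wells low, DMSO-plus-enzyme wells high control.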
SENP6 block = SENP6 protease inhibition | Recombinant SENP6 catalytic domain, aminoluciferin luminescence | inhibition, % at 10 µM | 330,000 compounds, 1.8% hits | AID 2599;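 active means inhibition above about 50% at the single tested dose, limit read from the data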;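 further: plate controls were DMSO wells with enzyme for no effect and DMSO wells lacking enzyme for full effect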
A3G deaminase = APOBEC3G (human) deaminase inhibition | inhibition, % at 20 µM | 330,000 compounds, 0.28% hits | AID 493012 | Q9HC16 | recombinant A3G, ssDNA deamination FAM/TAMRA fluorescence;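 active means inhibition of at least 40% at 20 µM, with no more than 30% in the related APOBEC3A deaminase screen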;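 further: plate controls were DMSO wells with A3G for no effect and wells lacking A3G enzyme for full effect; some compounds called inactive have numbers as strong as hits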
SENP7 block = blocks the human protease SENP7; Q9BQF6; recombinant SENP7, Z-RLRGG-aminoluciferin luminescence, 40 min; inhibition, % at 5 µM; 330,000 compounds, 1.5% hits; AID 434973;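 active means inhibition above about 50% at the single test dose, limit read from the data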;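 further: plate controls were DMSO with enzyme for no effect and no enzyme buffer wells for full effect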
An asterisk follows results filed as active; i = inactive; x = no result given. Hits appear at their usual frequency. Share with any hit: about 3.6%.

SMILES	UBC13 inh	SENP8 block-1	SENP8 block-2	Apaf-1 inh	SENP1 inh	SENP6 block	A3G deaminase	SENP7 block
O=C(N/N=C/c1ccccn1)c1c[nH]c2ccccc12	-3.7	-4.6	-8.6	2.5	-3.0	-15.6	-6.0	-6.8
CCCC[C@@H]1CNC(=S)N1CCc1cccc2ccccc12	10.7	-11.5	-14.6	20.7	2.4	-8.7	-11.0	10.8
COc1cc(/C=C(\C#N)c2nc3ccc(C)cc3[nH]2)c([N+](=O)[O-])cc1OC	-16.8	-9.0	-28.0	17.5	7.3	-13.5	-2.5	4.4
CCOc1c2ccc(C(=O)NCc3ccc(C)cc3)cc2nn1CCOC	11.8	10.3	i	-2.9	2.3	1.9	-3.1	0.6
S=C(c1ccc(-c2ccccc2Cl)o1)N1CCCCC1	-8.6	10.6	23.6	19.2	0.2	31.1	-7.5	3.1
[O-]/C(=C(\C(=S)NCc1ccccc1)[n+]1ccccc1)c1ccc(Cl)s1	-13.3	-7.1	-1.3	18.8	-14.9	0.4	-6.3	-8.5
CCc1ccc(NC(=O)C(=O)N/N=C(\C)CC(=O)Nc2ccc(OC)cc2)cc1	-0.5	2.3	16.7	2.3	-0.7	4.7	-5.7	-0.5
O=C(CN1CCN(S(=O)(=O)c2ccc(C(F)(F)F)cc2)CC1)N1CCNC1=O	-9.5	-10.6	13.4	12.8	1.5	-13.0	-5.6	-3.2
CCC(Cc1ccccc1)NC(=O)CN1C(=O)CSc2ncccc21 (stereo unspecified)	8.1	-0.2	-4.3	-8.2	-4.7	0.8	-2.2	-4.0
O=C(C[C@H]1C/C=C\CC[C@H](Cc2ccc(F)cc2)C(=O)O[C@H](c2ccccc2)CNC1=O)N[C@H](CO)Cc1ccccc1	10.0	0.2	8.8	13.5	1.8	-9.1	-3.9	6.7
Clc1cccc(-c2nc3nc4ccccc4nc3n2Cc2ccco2)c1	2.5	-3.4	-493.1	-135.7	-52.0	5.6	1.9	5.4
COC(=O)c1ccc2nc(NC(=O)CN3C(=O)CCC3=O)sc2c1	-1.3	-5.3	-9.9	15.3	-0.6	-10.1	-2.3	-11.2
Cc1cc(C(=O)NCC(=O)OCC(=O)NCCc2ccccc2)ccc1[N+](=O)[O-]	12.4	-5.8	22.0	0.4	2.5	-7.6	-12.8	6.3
Nc1nc(NCc2ccccc2)nc(NCCO)c1[N+](=O)[O-]	2.7	-2.8	27.3	-18.4	-1.0	8.8	-5.3	-4.9
O=C1CS/C(=C/C(=O)c2ccccc2)N1	-2.6	-0.6	7.1	-10.0	2.6	-9.7	-1.4	-6.3
Cc1ccnc(NC(=S)NC(=O)c2cccs2)c1	-5.5	-10.2	-1.6	-0.8	0.4	10.0	-5.5	-3.9
O=C(c1ccc(CNc2c(N3CCCC3)c(=O)c2=O)cc1)N1CCc2ccccc2C1	3.1	2.7	11.2	3.0	-1.7	8.8	-3.8	-2.3
CCc1ccc2nc(SCC(=O)Nc3nnc(C)s3)c(C)cc2c1	2.7	-1.5	-16.8	-6.3	1.8	-0.3	-2.5	3.8
COc1ccc(NS(=O)(=O)c2cccc(C(=O)N/N=C(\C)c3ccncc3)c2)cc1	3.5	9.0	-37.1	-6.3	2.0	4.1	-1.5	15.5
Cc1cc(-c2n[nH]c(=S)n2/N=C/c2ccco2)n[nH]1	0.4	5.6	13.8	2.4	1.5	-23.3	44.7*	7.4
Cn1c2c(c3cc([N+](=O)[O-])ccc31)CCCC2	1.8	7.2	19.1	-4.3	6.4	4.7	-5.0	7.9
Cc1cc(C)n2nc(C(=O)Nc3cccc(S(=O)(=O)N4CCOCC4)c3)nc2n1	3.0	9.0	18.8	-5.5	-1.1	-2.5	-9.8	-1.4
O=C(C1CCC(=O)N(C2CCCC2)C1)N1CCN(c2ccc(Cl)cc2)CC1 (stereo unspecified)	-4.5	-6.6	1.7	4.3	-3.7	-13.2	-3.9	13.4
Cc1ccc(NC(=O)COC(=O)CCc2nc3ccccc3c(=O)[nH]2)c(Br)c1	5.8	2.3	16.0	-18.8	0.3	5.0	-4.5	-2.3
O=C1NC[C@H](Cc2ccc(O)cc2)N(CC2CCCCC2)C1=O	2.1	3.5	8.2	-7.1	1.0	-11.0	-7.6	-8.8
O=C(Nc1ccc(Cl)c(Cl)c1)N1CC=C(c2ccccc2)CC1	7.7	-11.6	-11.9	22.5	-3.9	-2.3	-2.1	-1.9
Cc1cc(NCc2cccnc2)no1	5.9	-6.0	15.9	-22.1	0.6	-10.0	-7.6	-10.7
Cc1sc(N)nc1-c1ccccc1	9.0	6.0	14.4	1.5	0.5	6.7	-4.5	5.5
CCOCc1[nH]c(=S)[nH]c(=O)c1Cc1ccc(OCC)cc1	37.9	4.6	10.3	-4.7	0.8	0.0	-8.2	-3.3
O=C(CS(=O)(=O)c1ccccc1)Nc1ncc([N+](=O)[O-])s1	-1.3	5.9	2.1	-5.4	-14.7	-1.8	-12.9	0.6
N#CC1(C#N)C(c2ccccc2)OC23CCCCCC2C1(C#N)C(=N)O3 (stereo unspecified)	12.5	0.5	-312.3	8.0	-75.9	-3.2	-7.1	8.2
O=C(O)COc1cccc(NC(=O)c2ccccc2)c1	-2.3	-9.5	1.6	0.2	2.1	-28.1	-4.3	-4.9
O=c1c2ccsc2ncn1Cc1ccccc1F	-1.2	-4.9	17.5	4.9	-1.2	-22.2	-4.7	-7.5
NC(=O)c1ccc(NC(=O)COC(=O)c2cc(S(=O)(=O)N3CCOCC3)ccc2N2CCCCC2)cc1	-8.0	-5.3	-4.3	6.4	-0.4	-5.2	-10.3	-8.2
CSc1nsc(SC)c1C(=O)Nc1ccc(Cl)cc1	7.1	-5.6	20.5	4.1	0.1	-30.7	-0.1	0.3
CN1CCN(CCC(=O)Nc2ccc(C3CCCC3)cc2)CC1	7.6	-5.9	14.6	10.3	1.2	-7.1	-7.2	-0.5
Nc1nc(NC(=O)c2ccccc2)nn1-c1ccccc1	-7.9	-8.6	21.4	-16.4	2.6	-1.6	-3.1	-17.2
Cc1cc(Sc2ncnc(N)c2[N+](=O)[O-])ncn1	2.4	-8.4	3.8	13.3	2.2	-6.7	-6.7	-7.1
CCCCc1cc(O)c(CCCC)c(O)c1	5.3	-7.4	12.7	10.0	-0.8	1.5	-4.6	7.2
CCC(C)(C(=O)NC1CCCC1)N(Cc1cccs1)C(=O)c1ccccn1 (stereo unspecified)	-7.3	-1.6	15.6	-0.9	0.5	15.9	-2.0	2.7
CC1=C(C(=O)OCc2ccccc2)C(c2ccccc2Cl)NC(=O)N1C (stereo unspecified)	-2.8	4.5	24.1	7.6	0.2	7.8	-3.7	10.9
CCOc1ccc(C(=O)NCC(=O)NNC(=O)c2cc(C)oc2C)cc1OCC	-2.4	-5.0	1.0	-6.5	2.9	0.3	-6.7	-6.6
O=C(Nc1cccc2cccnc12)c1cccc(Cl)c1	6.9	8.8	5.9	2.4	-1.0	38.9	-8.4	0.4
Cc1ccc(-n2ncc3c(=O)n(CC(=O)N(C)C)cnc32)cc1C	-4.6	0.4	-3.2	-6.6	2.0	-11.0	-6.7	3.6
Cc1[nH]nc2c1C(c1ccsc1)C1=C(CC(C)(C)CC1=O)N2 (stereo unspecified)	5.6	-2.7	-377.6	13.3	-0.4	3.8	1.3	7.4
O=C(CSc1nccc(=O)[nH]1)N1CCc2ccccc2C1	0.8	2.7	-7.5	-7.2	-4.4	4.5	1.8	7.1
NNC(=O)c1csc(CS(=O)(=O)c2ccc(Cl)cc2)n1	-1.3	-6.6	10.0	-2.4	1.7	-15.4	-0.6	-2.0
CCOc1ccc(NC(=O)c2cc(S(=O)(=O)N3CCOCC3)cs2)cc1	-3.4	-8.6	8.1	-1.0	-1.6	-14.5	-10.4	5.3
COc1ccc(NC(=O)c2cc(S(=O)(=O)N3CCOCC3)cn2C)cc1Cl	4.7	-1.6	9.8	3.3	-0.3	0.4	-4.2	-9.9
O=S1(=O)N=C(Oc2ccccc2)c2ccccc21	6.4	0.2	-1.5	-2.3	-0.2	1.7	-3.3	5.7
Nc1[nH]c(N=NC(=O)c2ccc(F)cc2)c2ccccc12	-4.5	0.1	-16.4	4.7	-53.5	-4.4	-7.9	5.1
O=C(Nc1nc2ccc(F)cc2s1)c1ccccn1	-19.6	95.1*	x	10.8	x	95.1*	-0.8	99.5*
O=C(Cc1ccccc1F)Nc1nc2ccccc2[nH]1	-15.2	-16.1	11.8	1.3	0.9	-1.5	-2.0	-3.5
CC(=O)N1CCC(C(=O)N2CCN(S(=O)(=O)c3cccs3)CC2)CC1	3.5	0.7	11.2	4.1	3.8	-3.8	12.6	3.2
CCC(C)NC(=S)N1CCN(C(c2ccccc2)c2ccccc2)CC1 (stereo unspecified)	2.8	-3.1	15.9	12.4	0.2	-10.6	-1.8	-6.8
COCc1cc(C)nc(SCC(=O)Nc2ccc3c(c2)n(C)c(=O)n3C)c1C#N	-1.9	-1.4	8.6	4.7	-0.3	-14.1	-4.5	13.2
CCN(CC)C(=O)c1ccccc1NC(=O)CN1C(=O)c2ccccc2C1=O	-7.8	2.9	3.5	-1.7	-0.1	1.7	-2.2	7.8
Cc1ccccc1C(=O)N1CCC(C(=O)NN2C(=O)NC3(CCC(C)CC3)C2=O)CC1 (stereo unspecified)	8.2	0.5	2.5	-8.1	0.8	-14.8	-0.4	3.5
Cc1cc(-c2nsc(=O)o2)c(S(C)(=O)=O)s1	1.0	4.4	22.2	-0.7	0.5	-4.0	65.8*	2.3
Cc1cccc2c(-c3ccccc3)cc(=O)[nH]c12	-7.4	-7.2	-66.8	9.5	-0.1	-10.2	-3.3	-4.3

Next section
SMILES	UBC13 inh	SENP8 block-1	SENP8 block-2	Apaf-1 inh	SENP1 inh	SENP6 block	A3G deaminase	SENP7 block
Cc1cccn2c(=O)c3cc(C#N)c(=NC(=O)c4ccco4)n(Cc4ccco4)c3nc12	-15.3	0.0	-428.7	16.6	-37.3	-26.6	32.5	-8.9
Cc1cc(C)n(Cc2cccc(C(=O)N/N=C/c3ccncc3)c2)n1	-3.6	-3.1	5.0	-14.8	0.8	-14.1	2.7	-2.0
CC(=O)Nc1ccc(S(=O)(=O)N2CCN(C(=O)c3ncoc3-c3ccccc3C)CC2)cc1	-0.3	-3.8	9.5	8.6	2.5	-25.2	-7.4	-2.7
c1ccc2c(c1)nc(Nc1ccc3c(c1)OCO3)c1nnnn12	-9.7	12.2	0.7	23.6	-37.5	-0.6	-2.0	4.1
CCCNC(=O)c1nc2ncc(Br)cn2n1	-0.1	-3.5	5.5	0.7	0.1	-7.4	3.1	1.5
CN(C)S(=O)(=O)c1cccc(NC(=O)CCSc2ccc(Cl)cc2)c1	9.8	-0.2	0.0	10.1	2.1	3.5	-4.2	5.2
CN(C)c1oc(-c2ccccc2Cl)nc1C#N	1.9	2.0	-267.1	4.0	2.9	-7.0	-2.4	-5.0

A draw from above in order of molecular weight, lowest first:
SMILES	UBC13 inh	SENP8 block-1	SENP8 block-2	Apaf-1 inh	SENP1 inh	SENP6 block	A3G deaminase	SENP7 block
Cc1cccc2c(-c3ccccc3)cc(=O)[nH]c12	-7.4	-7.2	-66.8	9.5	-0.1	-10.2	-3.3	-4.3
CN(C)c1oc(-c2ccccc2Cl)nc1C#N	1.9	2.0	-267.1	4.0	2.9	-7.0	-2.4	-5.0
c1ccc2c(c1)nc(Nc1ccc3c(c1)OCO3)c1nnnn12	-9.7	12.2	0.7	23.6	-37.5	-0.6	-2.0	4.1
Cc1cc(C)n(Cc2cccc(C(=O)N/N=C/c3ccncc3)c2)n1	-3.6	-3.1	5.0	-14.8	0.8	-14.1	2.7	-2.0
Cc1cccn2c(=O)c3cc(C#N)c(=NC(=O)c4ccco4)n(Cc4ccco4)c3nc12	-15.3	0.0	-428.7	16.6	-37.3	-26.6	32.5	-8.9

Screening data as filed in PubChem.
